MazF activator = activators of E. coli MazEF toxin-antitoxin RNase, primary screen, biochemical, fluorescence, uHTS. Endoribonuclease toxin MazF (Escherichia coli (strain K12)), P0AE70. FAM/BHQ RNA-DNA oligo cleavage fluorescence, 5 h. activation, % at 20 µM. 350,000 tested, 0.32% active; in the data active = activation above about 50%
Target sequence (P0AE70 whole entry, looked up): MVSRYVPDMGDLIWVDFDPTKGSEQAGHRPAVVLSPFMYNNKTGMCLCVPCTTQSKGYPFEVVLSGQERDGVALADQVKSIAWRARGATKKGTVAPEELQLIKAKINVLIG
GDH-TPI inh = GDH-TPI coupling enzyme inhibitors, primary screen, artefact control for M. tuberculosis FBA inhibitor project, biochemical, absorbance, full deck. 360,000 tested, 1.2% active. GDH-TPI coupled enzyme counterscreen, NADH absorbance. inhibition, % at 4.8 µM; in the data active = inhibition above about 30%;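 also: 0% = DMSO wells and 100% = wells lacking the enzyme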
FadD28 binding = inhibitors of FadD28 bisubstrate probe binding, primary screen, biochemical, fluorescence polarization, single point. AID 588549, 2011. Mycobacterium tuberculosis FadD28 fatty-acid-AMP ligase. 360,000 tested, 0.22% active. inhibition, % at 12.5 µM; in the data active = inhibition above about 8.5%, passing the limit was not always enough; inconclusive = no clear call, values can overlap the other calls
Mtb UGM inh = M. tuberculosis UGM enzyme inhibitors, primary screen, biochemical, fluorescence polarization, single point | UDP-galactopyranose mutase (Mycobacterium tuberculosis (strain ATCC 25618 / H37Rv)), … | purified UGM, fluorescence polarization probe displacement | inhibition, % at 10 µM | 320,000 tested, 0.06% active | AID 504406, 2011; in the data active = inhibition above about 10%, passing the limit was not always enough; inconclusive = no clear call, values can overlap the other calls
Target sequence (P9WIQ1 whole entry, looked up): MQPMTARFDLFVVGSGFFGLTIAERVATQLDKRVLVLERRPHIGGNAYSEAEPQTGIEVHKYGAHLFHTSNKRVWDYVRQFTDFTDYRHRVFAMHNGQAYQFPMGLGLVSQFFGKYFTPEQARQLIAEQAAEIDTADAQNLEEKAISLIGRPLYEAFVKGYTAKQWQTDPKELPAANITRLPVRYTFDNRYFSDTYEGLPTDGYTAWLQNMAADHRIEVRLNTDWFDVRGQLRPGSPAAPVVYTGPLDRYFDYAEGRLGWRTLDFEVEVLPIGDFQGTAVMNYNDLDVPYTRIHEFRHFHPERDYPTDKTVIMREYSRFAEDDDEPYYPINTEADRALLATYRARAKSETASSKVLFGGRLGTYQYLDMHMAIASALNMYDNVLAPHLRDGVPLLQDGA
FBA Mtb inh = Mtb FBA enzyme inhibitors, primary screen, biochemical, fluorescence, strain H37Rv | inhibition, % at 1 µM | purified M. tuberculosis FBA, fluorescence read-out | 360,000 tested, 2.3% active; in the data active = inhibition above about 27%;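 also: 0% = vehicle and 100% = reference inhibitor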
Target sequence (P9WQA3 whole entry, looked up): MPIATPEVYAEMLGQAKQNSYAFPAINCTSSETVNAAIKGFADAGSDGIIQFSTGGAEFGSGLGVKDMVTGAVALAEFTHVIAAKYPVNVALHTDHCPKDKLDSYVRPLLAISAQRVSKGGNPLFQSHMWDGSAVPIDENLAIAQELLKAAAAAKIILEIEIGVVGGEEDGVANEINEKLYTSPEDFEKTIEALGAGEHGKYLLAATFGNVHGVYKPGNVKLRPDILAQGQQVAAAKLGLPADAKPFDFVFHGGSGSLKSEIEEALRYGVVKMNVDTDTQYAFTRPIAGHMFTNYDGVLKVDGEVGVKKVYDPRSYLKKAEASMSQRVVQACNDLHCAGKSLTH
BoNT F protease = BoNT/F light chain protease inhibitors, primary screen, biochemical, flow cytometry, MLPCN library. Botulinum neurotoxin type F light chain protease (Clostridium botulinum). Multiplex microsphere protease cleavage assay. inhibition, % at 10 µM. 360,000 tested, 0.22% active; in the data active = inhibition above about 35%, passing the limit was not always enough; inconclusive = no clear call, values can overlap the other calls; also: plate controls were buffer without enzyme for full effect and enzyme alone for no effect
Mtb BioA inh = M. tuberculosis BioA enzyme inhibitors, primary screen, biochemical, plate reader, single point, HTS. purified M. tuberculosis BioA enzyme. 360,000 tested, 0.096% active. inhibition, % at 9.99 µM. 7,8-diaminopelargonic acid synthase BioA (Mycobacterium tuberculosis); in the data active = inhibition above about 40%; inconclusive = no clear call, values can overlap the other calls
PrPC TRFRET = inhibitors of human cell surface prion protein PrPC, primary screen, cell-based, TR-FRET; Major prion protein (Homo sapiens), P04156; AID 720596, 2013; 370,000 tested, 0.43% active; inhibition, % at 13.8 µM; TR-FRET read-out; in the data active = inhibition above about 24%; also: 0% = median of the test wells and 100% = reference compound wells
Rv3671c protease = Rv3671c serine protease inhibitors, primary screen, biochemical, fluorescence polarization, M. tuberculosis H37Rv | P9WHR9 | inhibition, % at 5.96 µM | 320,000 tested, 0.048% active; in the data active = inhibition above about 38%;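 also: extracellular domain of Rv3671c used as enzyme; 0% = enzyme with DMSO and 100% = no enzyme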
Starred values were filed as active, the others as inactive; ? = inconclusive; . = no result given.

structure	MazF activator	GDH-TPI inh	FadD28 binding	Mtb UGM inh	FBA Mtb inh	BoNT F protease	Mtb BioA inh	PrPC TRFRET	Rv3671c protease
CCCCn1c(=O)c(C(=O)NCc2ccccc2)c(O)c2ccccc21	-4	2	-0.3	-2.9	1	?	-0.6	-2	4
CSc1nsc(SCC(=O)Nc2nc3ccccc3s2)n1	15	9	-0.4	-1.3	1	-3	-3.1	-3	-13
Cc1cc(C)c(NC(=O)CN2CCN(c3ccccn3)CC2)c(C)c1	5	5	-1.7	-1.2	2	?	6.5	-7	2
O=C1Nc2ccccc2/C1=N/N=C/c1cccc(O)c1	6	14	0.7	-3.4	13	-2	-0.7	-18	-5
Nn1c(SCc2nc3ccccn3c2Br)nnc1-c1cccnc1	-5	8	-1.3	0.0	-5	8	6.1	2	-1
CC(=O)NCCNC(=O)CNC(=O)c1ccc(Cl)cc1	8	9	-2.5	-0.8	1	6	.	-2	2
CCOc1ccc(NC(=O)c2cccc(S(=O)(=O)NCc3cccnc3)c2)cc1	5	0	-1.4	.	-2	6	-2.6	3	.
N=C1C(c2nc3ccccc3s2)=C(O)CN1NC(=O)c1c[nH]c2ccccc12	-26	11	-0.1	3.0	3	-3	.	26*	-37
COc1ccc(O)c(/C=N/n2c(-c3ccco3)csc2=Nc2cccnc2)c1	-1	15	0.5	-3.0	-2	-5	.	-4	9
CCCCNc1nc(Cl)nc(Nc2ccc(C)cc2)n1	-1	4	-0.1	-0.2	0	6	1.6	4	0
CC(=O)Nc1ccc(C(=O)OCc2ccccc2Br)cc1	1	-6	-3.8	-5.0	3	-2	-0.4	-6	-27
N/C(=N\NC(=O)c1cccs1)c1cc2ccccc2oc1=O	-4	42*	-1.0	0.3	3	-1	4.8	12	2
CN1CCC(NC(=O)c2cccc(Oc3ccccc3)c2)CC1	-3	0	-4.2	1.1	0	-1	0.0	-9	1
COc1cccc(NC(=S)NN2CCN(C)CC2)c1	1	-11	-4.7	-3.7	2	20	-0.2	0	-2
COc1ccc(-c2noc(CCC(=O)Nc3cc(OC)ccc3OC)n2)cc1	5	7	0.2	-0.3	-2	-2	-0.4	-2	-5
COc1ccc(CCNC(=O)NC2CCCCC2)cc1OC	8	12	-1.8	1.0	-2	2	3.8	7	-9
S=c1[nH]nc([C@@H]2C[C@H]2c2ccccc2)n1-c1ccccc1	-3	1	-0.2	-0.8	0	-13	1.4	-3	-12
Cc1c(NC(=O)c2cccc(NC(=O)c3ccco3)c2)cccc1C(=O)O	4	2	-0.8	3.2	-1	2	-0.5	5	5
O=C(c1ccc(N2CCCCC2)c([N+](=O)[O-])c1)N(Cc1ccccc1)c1ccccn1	-7	1	-1.8	-1.1	2	-11	-0.4	5	3
CCOC(=O)C1=C(c2ccccc2)N=c2s/c(=C\c3cccc(O)c3)c(=O)n2C1c1cccs1 (stereo unspecified)	6	16	-3.5	0.7	-4	-1	.	-17	-102
O=C(Cc1cccs1)Nc1cccc(-c2nc3cc4ccccc4cc3[nH]2)c1	56*	22	-2.7	-1.3	56*	-7	.	4	-347
CC1CCCC(C)N1C(=O)COC(=O)c1ccc([N+](=O)[O-])o1 (stereo unspecified)	2	-2	-2.1	-0.8	-2	-4	0.1	-13	-6
Cc1onc(-c2ccccc2)c1C(=O)NNC(=S)NC(=O)c1ccc(Br)cc1	2	0	-2.5	-1.3	1	-10	-1.6	4	12
O=C(Nc1ccccc1)N(C1=NCCCCS1)c1ccccc1	-3	-4	-1.1	-2.4	0	7	-2.4	5	-12
Cc1cc(Oc2ccc(=O)n(C)n2)nc(Oc2ccc(=O)n(C)n2)n1	10	10	0.4	-0.4	0	-5	-0.5	7	0

Random excerpt: 6 compounds from above
structure	MazF activator	GDH-TPI inh	FadD28 binding	Mtb UGM inh	FBA Mtb inh	BoNT F protease	Mtb BioA inh	PrPC TRFRET	Rv3671c protease
O=C1Nc2ccccc2/C1=N/N=C/c1cccc(O)c1	6	14	0.7	-3.4	13	-2	-0.7	-18	-5
CN1CCC(NC(=O)c2cccc(Oc3ccccc3)c2)CC1	-3	0	-4.2	1.1	0	-1	0.0	-9	1
COc1ccc(O)c(/C=N/n2c(-c3ccco3)csc2=Nc2cccnc2)c1	-1	15	0.5	-3.0	-2	-5	.	-4	9
CC1CCCC(C)N1C(=O)COC(=O)c1ccc([N+](=O)[O-])o1 (stereo unspecified)	2	-2	-2.1	-0.8	-2	-4	0.1	-13	-6
Cc1cc(Oc2ccc(=O)n(C)n2)nc(Oc2ccc(=O)n(C)n2)n1	10	10	0.4	-0.4	0	-5	-0.5	7	0
CC(=O)NCCNC(=O)CNC(=O)c1ccc(Cl)cc1	8	9	-2.5	-0.8	1	6	.	-2	2

Other compounds.
structure	MazF activator	GDH-TPI inh	FadD28 binding	Mtb UGM inh	FBA Mtb inh	BoNT F protease	Mtb BioA inh	PrPC TRFRET	Rv3671c protease
Cc1cnc(N)c2c(=O)oc3ccccc3c12	6	0	-0.1	-0.1	61*	-11	1.2	1	8
CCOC(=O)N1CCN(S(=O)(=O)c2ccc(Cl)cc2)CC1	6	-3	1.3	-3.2	2	-8	-0.3	10	3
CC(C)CC(=O)NC(Oc1ccc(Cl)cc1)C(Cl)(Cl)Cl (stereo unspecified)	2	0	-0.7	-2.7	0	5	0.2	6	-3
COC/C=C/C1=CC(=O)C[C@H](c2ccc3c(c2)OCO3)C1	-1	3	-1.7	-0.3	0	3	7.1	8	18
COc1ccc(-c2nc(SC(C)C(=O)NC3CC3)n[nH]2)cc1 (stereo unspecified)	-8	3	-0.6	.	0	?	-0.7	-1	.
CCCN(CCC)S(=O)(=O)c1ccc(C(=O)O)cc1	7	7	-0.6	-0.4	3	-5	0.1	2	2
CNc1nnc(-c2cccc(N(C)C)c2)s1	3	-6	-3.5	-0.3	12	4	-0.3	-2	-2
Cc1cc(C)n2nc3nc(N4CCCCC4)nc(-c4ccco4)c3c2n1	1	16	-2.5	-0.7	38*	-10	-0.1	.	-3
N=C1C(c2nc3ccccc3c(=O)[nH]2)=C(O)CN1CCc1ccccc1	-5	8	-4.9	1.6	10	1	0.5	.	-3
COc1ccccc1CNC(=O)c1nnc(Cc2ccc(Cl)cc2)o1	5	0	-4.7	1.1	-3	-10	-0.1	2	6
CSCCC(NC(=O)c1ccc(Br)cc1)C(=O)O (stereo unspecified)	5	-3	-2.6	7.7	0	-9	-6.1	-1	2
O=C(Nc1cccc(C(F)(F)F)c1)c1csc([C@@H]2O[C@H](CO)[C@H](O)[C@H](O)[C@H]2O)n1	.	6	0.6	.	0	-8	0.1	-3	.
CSCCC(NC(=O)c1ccccc1Cl)C(=O)NNC(=O)c1ccncc1 (stereo unspecified)	0	-6	-2.1	0.4	0	-13	0.1	-3	3
Cc1ccc(N=C2CCCN2Cc2ccccc2)c(C#N)c1	4	-1	-2.1	1.0	2	-3	0.7	4	-6
O=C(CCNS(=O)(=O)c1cccc2nonc12)NC1CCCCC1	-7	3	-1.4	1.6	-1	-1	.	-14	2
OCCNc1ncnc2c1c(-c1ccccc1)c(-c1ccccc1)n2Cc1ccco1	-3	3	-2.2	0.0	22	1	2.8	10	6
Nc1cc2cccnc2cc1Cl	1	12	-0.2	.	-3	-14	-1.8	-8	.
O=C(NCc1ccccc1)C1CC2CCCC(C1)C2=O (stereo unspecified)	-18	1	-1.9	-1.1	2	12	-1.7	-3	-4
O=C(Nc1ccc(S(=O)(=O)Nc2ncccn2)cc1)C12CC3CC(CC(Cl)(C3)C1)C2	-4	-2	1.8	0.4	1	4	-1.7	-6	6
COc1ccc(-c2cc(C(=O)N3CCN(c4ccc(F)cc4)CC3)no2)cc1	-4	8	-0.3	1.0	0	-2	0.3	3	3
O=C(CSc1cccc[n+]1[O-])Nc1ccc(Cl)cc1F	3	3	-2.0	-0.7	-1	-2	0.3	6	4
Cc1nc(-c2cc(C#N)c(Sc3cccc(C(F)(F)F)c3)nc2C)cs1	1	10	-1.9	-0.6	3	-4	0.4	4	-10
COc1ccc(NC(=S)NCCC2=CCCCC2)cc1OC	-5	-3	-0.7	3.0	-1	-4	.	1	-1
COc1ccccc1NC(=O)Nc1nc(CC(=O)Nc2ccc(N(C)C)cc2)cs1	8	-6	-2.4	-0.5	-2	-38	-0.3	11	15
COCCNC(=O)C(=O)NCC1OCCCN1S(=O)(=O)c1cccs1 (stereo unspecified)	4	4	-4.1	1.3	2	-2	.	2	-4
COc1ccc(COCC(O)CN2CCCC(C(F)(F)F)C2)cc1 (stereo unspecified)	.	-11	-4.4	-2.3	-6	6	-1.6	2	-3
COc1ccc(/C=C/c2ccncc2)cc1	7	22	0.2	3.9	2	15	0.4	0	-6
O=C(O)c1ccccc1SCc1cn2ccccc2n1	1	3	-1.2	-0.7	2	-3	.	5	-8
Cc1cc(C=O)c(C)n1-c1cccc(C(=O)O)c1	2	0	0.0	-3.4	2	-9	.	-4	0
Cc1c(Cc2ccccc2)c(=O)oc2c(C)c(OCC(=O)N3CCC(C(=O)O)CC3)ccc12	-2	21	-4.5	0.2	107*	-5	7.6	6	1
CC1(C(=O)NS(=O)(=O)c2cccc(OC(F)F)c2)CCN1C(=O)C1CC1 (stereo unspecified)	.	-11	-3.4	.	1	0	0.6	6	.
CCN(CC)CCOC(=O)c1ccc(NC(=O)/C=C/c2cccs2)cc1	3	25	-4.4	-1.7	-1	-4	.	-15	1
CSC1=NCCN1S(=O)(=O)c1ccccc1	2	7	-3.3	-3.6	1	-4	.	11	7
COc1cc(N2CCOCC2)ccc1C=C(C#N)C#N	-25	2	-0.3	0.1	-6	7	-1.7	-6	9
COCCNC(=O)C1(C)CCN(Cc2ccccc2C#N)C1 (stereo unspecified)	.	0	-2.4	.	1	3	-0.8	1	.
Cc1nc(C(F)(F)F)nc(Nc2ccc(N=Nc3ccccc3)cc2)c1C#N	-9	9	-0.3	-4.5	19	-4	.	2	1
CCOC(=O)C(=O)Nc1ccccc1C(=O)OC	8	-2	0.2	-0.6	4	3	.	4	1
Cc1cccc(N2CCN(C(=O)CCNS(=O)(=O)c3ccc4c(c3)CCC(=O)N4)CC2)c1C	3	-5	-1.3	0.9	0	-1	.	-1	-6

Screening data deposited in PubChem BioAssay by several laboratories.
